# From PubChem BioAssay
# HMGR II inh: blocks class II HMG-CoA reductase of Enterococcus faecalis | inhibition, % at 10 µM | AID 1066 | purified E. faecalis HMGR, NADPH absorbance 340 nm kinetic | 0.41% of 190,000 active;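 active means inhibition above a set limit, the median over all tested compounds plus 3 SD, cut at about 9.5% in these data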;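 further: enzyme runs in reverse so mevalonate oxidation gives rising NADPH absorbance; 0% = complete reaction with DMSO and 100% = background rate lacking mevalonate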
# Lmaj promast: Leishmania major promastigote growth inhibition. AID 1063. Leishmania major promastigotes, resazurin fluorescence viability. 9% of 200,000 active. inhibition, % at 10 µM; in the data active means inhibition above about 50%;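 further: promastigotes grown with compound for 44 hours at 28 °C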
# PMI act: activators of human phosphomannose isomerase; P34949; purified human PMI, coupled resazurin fluorescence, 20 min; stronger effect = higher value; 1 = vehicle control, 0 substrate-free wells; activation factor at 20 µM; 0.005% of 190,000 active; AID 1214;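 active means activation factor of 2 or more at 20 µM, relative to plate controls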
# RAM inhibit: inhibitors of the yeast RAM network. S. cerevisiae dse1pr::URA3 reporter, 5-FOA growth OD615, 2 d; analog-sensitive cbk1-as2 kinase mutant strain. 1.8% of 190,000 active. AID 868. inhibition, % at 50 µM;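 active means inhibition above a set limit, 3 SD over mean compound inhibition, cut at about 8.4% in these data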;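 further: 0% = DMSO-only wells with no growth and 100% = 10 µM 1-NA-PP1 full growth; inhibition rescues growth on 5-FOA so higher OD means more RAM inhibition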
# TNAP inh no acc: inhibitors of human TNAP without phosphate acceptor | P05186 | purified TNAP, CDP-star luminescence, 30 min | inhibition, % at 20 µM | 0.26% of 200,000 active;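 active means tissue-nonspecific alkaline phosphatase inhibition above about 50% at 20 µM in the single-dose screen, limit read from the data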;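 further: 0% = DMSO negative control and 100% = EDTA positive control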
# Target sequence (P05186 whole entry, looked up): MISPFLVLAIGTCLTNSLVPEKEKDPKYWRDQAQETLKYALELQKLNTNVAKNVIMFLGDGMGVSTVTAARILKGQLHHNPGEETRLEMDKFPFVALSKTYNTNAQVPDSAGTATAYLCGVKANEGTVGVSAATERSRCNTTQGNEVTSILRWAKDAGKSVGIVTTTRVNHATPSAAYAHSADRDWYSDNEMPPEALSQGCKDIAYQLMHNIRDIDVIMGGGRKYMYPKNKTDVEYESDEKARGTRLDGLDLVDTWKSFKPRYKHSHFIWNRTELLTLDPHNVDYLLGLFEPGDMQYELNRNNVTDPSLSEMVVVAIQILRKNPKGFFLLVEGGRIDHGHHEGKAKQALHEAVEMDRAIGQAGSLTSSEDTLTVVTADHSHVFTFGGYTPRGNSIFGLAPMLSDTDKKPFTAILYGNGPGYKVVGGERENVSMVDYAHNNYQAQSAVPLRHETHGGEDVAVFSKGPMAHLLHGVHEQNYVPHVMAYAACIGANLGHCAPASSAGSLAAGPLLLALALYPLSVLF
# Hsp70 activator: transcriptional activators of Hsp70 | activation, % at 10 µM | AID 1203 | 0.04% of 200,000 active | HeLa Hsp70 promoter luciferase reporter, luminescence; scaled: vehicle 0, proteasome-inhibitor control 100%;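 active means activation above the mean across all tested compounds plus 3 SD, cutoff set per campaign, cut at about 5.5% in these data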;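 further: 100% = MG132 at 30 µM as the positive control and 0% = DMSO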
# PMI act satM6P: activators of human phosphomannose isomerase at near-saturating mannose 6-phosphate; activation factor at 20 µM; coupled PMI enzyme assay, resazurin fluorescence, 20 min; stronger effect = higher value; 1 = untreated enzyme, 0 = substrate-free blank; P34949; 0.34% of 190,000 active;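 active means activation factor of 2 or more at 20 µM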
#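 assay system = human phosphomannose isomerase with PGI, G6PDH, diaphorase coupling enzymes | quantity = 15 ng/mL PMI | incubation = enzyme reaction with compound 20 min at room temperature | medium = HEPES pH 7.4 buffer with MgCl2 and Tween-20 | compound dosing = one concentration, 20 µM, in 1% DMSO | measured by = Diaphorase-driven resazurin-to-resorufin fluorescence, excitation 544, emission 590 nm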
# TNAP inh hiacc: inhibitors of human TNAP at high phosphate acceptor concentration; P05186; purified TNAP, CDP-star luminescence, 1 M DEA; inhibition, % at 20 µM; 0.03% of 200,000 active;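 active means over 50% inhibition of tissue-nonspecific alkaline phosphatase at 20 µM in the single-dose screen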;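 further: plate controls were DMSO wells for no effect and EDTA-quenched wells as full inhibition for full effect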
# S1P3 antag: blocks the human S1P3 receptor. Q99500. CHO S1P3 NFAT-BLA reporter, FRET fluorescence, antagonist mode. inhibition, % at 4.98 µM. 0.27% of 170,000 active;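 active means inhibition above the plate cutoff, the mean inhibition of test wells on that plate plus 3 SD, cut at about 28% in these data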;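 further: cells challenged with S1P at its EC80 of 0.8 µM; blue over green emission ratio from cleaved BLA substrate after 4 h stimulation; 0% = S1P-stimulated wells and 100% = unstimulated DMSO-only wells; some compounds past the cut are filed as inactive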
# Target sequence (Q99500 whole entry, looked up): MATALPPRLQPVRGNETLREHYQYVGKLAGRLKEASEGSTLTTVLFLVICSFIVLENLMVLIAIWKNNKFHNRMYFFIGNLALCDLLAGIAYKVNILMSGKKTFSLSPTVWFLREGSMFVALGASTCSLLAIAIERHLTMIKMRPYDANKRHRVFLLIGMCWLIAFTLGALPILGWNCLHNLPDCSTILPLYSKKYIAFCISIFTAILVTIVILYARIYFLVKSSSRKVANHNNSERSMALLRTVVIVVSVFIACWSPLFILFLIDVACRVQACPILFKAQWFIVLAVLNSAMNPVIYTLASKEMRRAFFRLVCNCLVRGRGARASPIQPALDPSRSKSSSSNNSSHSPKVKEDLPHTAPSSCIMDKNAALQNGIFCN
# Redox H2O2 prof: compounds producing H2O2 with reducing agent – biochemical, NIH compound library profiling, artefact control for MLSCN library redox annotation, primary screen | 0.03% of 200,000 active | DTT-dependent redox cycling H2O2, phenol red/HRP absorbance; 100% = 100 µM peroxide control, 0% = buffer | activation, % at 10 µM;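 active means activation of at least 50% relative to the plate's high and low controls in the primary single-dose screen; inactive means activation below 50%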;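 further: compound incubated with DTT at 0.8 mM final as the reducing agent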
# * = called active by the depositor; . = not tested or not shown. Not a hit list; about 12% have a hit in one of these screens.
SMILES,HMGR II inh,Lmaj promast,PMI act,RAM inhibit,TNAP inh no acc,Hsp70 activator,PMI act satM6P,TNAP inh hiacc,S1P3 antag,Redox H2O2 prof
COc1cc(C2=NOC(C(=O)NCc3cccs3)C2)cc(OC)c1OC (stereo unspecified),-5,-4,0.9,0.7,-25,-0.6,1,-8,.,0.2
COc1ccc([N+](=O)[O-])cc1-n1cccc1,0,-3,1.1,2.3,-8,0.2,1,-3,1,0.3
CCOC(=O)C1=NN(c2ccc(C)cc2)C2(S1)SC(C(C)=O)=C(C)N2c1ccccc1 (stereo unspecified),1,36,0.8,0.9,-4,-0.3,1,-2,.,1.9
Cn1c(=O)oc2cc(S(=O)(=O)N3CCCC(C(=O)NCc4cccs4)C3)ccc21 (stereo unspecified),4,-7,1.1,1.8,-16,-0.2,1,-6,-37,-1.0
CCOC(=O)c1sc(C)nc1C1CCN(C(=O)OCC)CC1,-2,-10,1,-0.8,-14,0.0,1,-7,-16,0.1
COc1cc(-c2nc3cnccc3n2C)cc(OC)c1OC,-8,32,1,0.7,-20,-0.2,0.9,-5,-21,-0.4
O=C1CC(N2CCN(c3ccc(C(=O)c4ccc(F)cc4)cc3)CC2)C(=O)N1 (stereo unspecified),-8,-5,0.9,1.8,-4,-0.3,1,0,-30,-2.6
CCC(CC)C(=O)Nc1cccc(C(=O)Nc2ccc(S(=O)(=O)Nc3ccc(C)cc3)cc2)c1,-1,67*,0.9,3.5,-10,-0.2,1,0,.,1.7
O=S(=O)(N1CCCCC1)n1nnc2ccccc21,-2,2,0.9,2.2,-19,-0.3,0.9,-1,14,-3.6
Cn1c(=O)c2ncn(CC(=O)NCCC3=CCCCC3)c2n(C)c1=O,1,-8,1,1.4,-9,-0.3,1,0,14,0.1
Cc1nc2nc(SCC(=O)N3CCOCC3)nn2c(C)c1Cc1ccccc1,-8,5,1,0.6,2,-0.2,0.9,-6,.,-0.6
CCOC(=O)c1cnc(SCC(=O)N2CCC(C(N)=O)CC2)nc1N,2,-5,1,2.7,-14,0.0,0.9,-9,-23,1.1
O=C(NCC1(N2CCOCC2)CCCCC1)c1ccc(Cl)c(S(=O)(=O)NCc2ccco2)c1,-3,93*,1,1.4,-13,-0.3,1,-4,24,-2.5
COC(=O)C1C(=O)c2c([nH]c(C(=O)OC3CCCC3)c2C)CC1C (stereo unspecified),-2,19,0.9,1.9,-11,0.7,0.9,-4,.,0.0
Cc1c(Cl)cccc1NC(=O)COc1ccc(S(=O)(=O)N2CCOCC2)cc1,0,12,1,1.2,-13,0.6,1,-7,.,0.2
CCN(CC)C(=O)c1cc2c(=O)c3cc(F)ccc3oc2nc1C,-2,-7,1,0.7,-4,0.1,1,-3,-10,0.0
Cc1[nH]c2ccccc2c1/C=N/Nc1nc(N2CCCCC2)nc(N2CCCCC2)n1,-3,77*,0.7,1.3,-7,-0.1,0.8,3,-6,-0.2
O=C(Nc1cnc2sc3c(n2c1=O)CCCC3)c1ccc(F)cc1,-5,3,1,2.8,-15,0.4,1,-7,1,0.4
Cc1cc2ncn(-c3ncnc4sc(C)c(C)c34)c2cc1C,-11,3,1.1,0.3,-9,-0.3,1,-6,3,-6.5
COC(=O)c1[nH]c(C)c(/C(O)=C2\C(=O)C(=O)N(CCN(C)C)C2c2ccccc2OC)c1C (stereo unspecified),0,-4,1.3,-0.2,-7,0.4,1.4,-7,12,0.1
O=[N+]([O-])C1=CC=C2C(=NC3(CCCCC3)N2O)C1=NCCO,-1,-5,0.2,2.5,8,-0.3,0.3,11,.,-4.3
CC#CCCCC(=O)Nc1ccc(C(=O)O)cc1,-2,-5,1,1.7,-7,-0.3,1,0,-2,-0.1
CCc1ccc(NC(=S)N(Cc2cccnc2)Cc2ccco2)cc1,9,100*,1.1,0.3,-9,-0.1,1.1,-6,12,-0.4
CCOC(=O)Cn1cc(-c2ccccc2)nn1,-7,-5,1,0.7,-5,-0.1,1,0,-21,-2.3
Cc1cccc(-n2nc3c(c2NC(=O)c2ccc(Br)o2)CSC3)c1,-4,7,1,1.3,-1,-0.2,1,-2,.,0.0
# Later entries
SMILES,HMGR II inh,Lmaj promast,PMI act,RAM inhibit,TNAP inh no acc,Hsp70 activator,PMI act satM6P,TNAP inh hiacc,S1P3 antag,Redox H2O2 prof
Cc1ccc(OCC(=O)Nc2nnc(C3CCCO3)s2)c(Br)c1 (stereo unspecified),-8,8,1,5.1,-9,-0.3,0.9,-4,-12,-0.1
COC(=O)CSc1nnc(-c2ccc(OC)cc2OC)o1,1,-8,1,0.0,-3,-0.2,0.9,-3,-13,-0.1
Cc1cccc(-n2nnnc2SCC(=O)c2cc(C)n(Cc3ccco3)c2C)c1,0,0,1,6.0,-11,-0.4,1,-3,-10,-2.9
Cn1c(-c2ccc3c(c2)OCO3)cnc1N,-2,7,0.9,-0.5,-3,-0.2,0.9,-1,-21,1.7
CC(C)(C)C1CCc2[nH]c3ccccc3c(=O)c2C1 (stereo unspecified),1,100*,1,3.0,-14,0.3,1,-4,17,-0.5
CCN1CCCC1CNC(=O)C(=O)Nc1ccc(OC)cc1 (stereo unspecified),4,2,0.9,1.6,-1,-0.2,1,-2,.,-4.0
CCCCCCOc1ccc(/C(N)=N/O)cc1,-7,87*,0.9,-0.8,-11,0.6,1,-10,47,2.1
Cc1ccnc(N2CCC(C(=O)Nc3ccc4c(c3)OCCO4)CC2)n1,-2,-2,1,-0.1,-13,-0.3,1,-6,9,-0.4
Cc1cc(C)c(C)c(S(=O)(=O)N2CCN(CC(=O)c3c(N)n(Cc4ccccc4)c(=O)n(C)c3=O)CC2)c1C,4,99*,0.9,1.6,-11,-0.7,1,-10,-14,-0.4
CCN(CC)S(=O)(=O)c1ccc(OC)c(NC(=O)C2CC(=O)N(c3ccc(C)cc3)C2)c1 (stereo unspecified),-7,11,1.2,2.9,-2,0.0,1.1,-1,4,-0.3
O=C(NNC(=S)Nc1ccccc1Cl)C1CC1,-3,-5,0.9,-0.1,-88,-0.2,0.9,-2,-9,0.4
O=C(O)C1CCN(S(=O)(=O)c2ccc(N3CCOCC3)c([N+](=O)[O-])c2)CC1,4,-10,1.1,-0.7,-2,-0.3,1.1,4,0,-1.7
COc1ccc(S(=O)(=O)NCC2CCCN(C(=O)c3ccco3)C2)cc1 (stereo unspecified),-4,-1,1.1,0.1,0,-0.1,1.1,-5,-10,-0.3
Fc1ccc(/C=N/NC2=Nc3cccc4cccc2c34)cc1,-7,1,0.9,0.1,-18,0.2,0.8,11,25,0.8
COC(=O)c1ccc(NC(=S)NC(=O)c2c(Cl)cnn2C)cc1,-4,-4,0.9,3.3,-10,-0.1,1,0,-4,0.0
Cn1cnnc1SCC(=O)Nc1ccc2c(c1)CCC2,-5,-1,0.9,-0.1,-2,-0.1,0.9,2,.,-5.3
CC(C)[C@H](NC(=O)OCc1ccccc1)C(=O)OCC(=O)NC1CCCCC1,2,44,1,2.4,-2,-0.4,1,-4,.,0.4
COc1cc(NC(=O)Nc2cccc(Cl)c2)c(OC)cc1NC(=O)CN1CCCCC1,-3,51*,0.7,1.6,-1,-0.2,0.8,-5,24,-3.4
C=CCSC1=C(C#N)C(c2ccccc2OCC)C(C#N)C(=O)N1 (stereo unspecified),-1,-8,0.9,-0.9,-17,-0.2,0.9,-5,-19,0.4
CCOC(=O)CCc1c(C)c(C#N)c2nc3ccccc3n2c1-n1ccnc1,-5,5,1,3.6,-5,-0.2,1,-6,.,3.2
O=C(NCc1ccc2c(c1)OCO2)c1cccc(N2CCCC2=O)c1,-1,-15,1.1,0.0,-10,-0.1,1.1,0,-9,2.0
COc1ccc(S(=O)(=O)N(CC(=O)N2CCOCC2)c2cc(Cl)ccc2OC)cc1OC,5,-4,0.9,1.7,4,-0.1,0.9,-3,-18,0.5
O=C(Nc1ccc2c(c1)OCO2)c1c(Cl)nc2sccn12,-1,-3,1,2.2,-7,0.0,1,-3,.,-1.0
C=CCOc1cccc(C2/C(=C(\O)c3ccc(F)cc3)C(=O)C(=O)N2CCN(C)C)c1 (stereo unspecified),-4,-4,1,-1.9,-6,-0.4,1,2,12,-2.3
CC(=O)OC(COc1ccc(F)cc1)Cn1cnc2ccccc21 (stereo unspecified),-4,0,1.1,-0.1,-5,-0.1,1.1,-7,-17,-2.4
# (cont.)
SMILES,HMGR II inh,Lmaj promast,PMI act,RAM inhibit,TNAP inh no acc,Hsp70 activator,PMI act satM6P,TNAP inh hiacc,S1P3 antag,Redox H2O2 prof
Clc1ss/c(=N\c2ccccn2)c1Cl,-2,-1,1.3,1.2,-6,-0.1,1.8,1,.,-0.2
Nn1c(SCC(=O)Nc2ccc3c(c2)OCO3)nncc1=O,9.7*,1,0.9,1.5,-22,-0.1,0.9,-6,-16,0.0
C=CCC(=O)OCCCCCCOc1ccc(C(=O)O)cc1,-5,-5,0.9,2.1,-1,-0.1,0.9,-5,.,2.1
O=C(Cc1ccccc1)Nc1ccc(NC(=O)c2cccc(Cl)c2)cc1,0,-4,1,3.5,-10,-0.1,1.1,-3,-5,1.4
Oc1ccc(N=C/C=C/c2cccc(Br)c2)cc1-c1nc2ccccc2s1,2,-4,1.2,3.8,-43,0.2,0.6,20,-7,0.7
CCOc1cccc(CNCc2ccc(C(=O)O)cc2)c1,-2,1,1.1,0.5,-7,0.0,1.1,0,-8,-0.1
N/C(=N\NC(=O)c1cccs1)c1cc2ccccc2oc1=O,-11,34,0.9,0.1,17,-0.2,0.9,10,3,-0.2
CC1CN(C(=O)N2CCOCC2)CCN1C(=O)N1CCOCC1 (stereo unspecified),-4,8,.,1.2,-1,-0.1,.,-1,-24,-0.8
CCN(Cc1ccncc1)Cc1cn(C)nc1-c1ccc(Oc2ccccc2)cc1,-4,96*,0.8,-0.5,-8,-0.2,0.9,-10,-23,-1.0
CCOc1ccc(-n2cc(-c3ccccc3)c3c(SC(C)C(=O)OC)ncnc32)cc1 (stereo unspecified),-1,0,1,4.9,-16,-0.4,0.9,-5,4,3.0
S=C(NNc1ccnc2cc(Cl)ccc12)Nc1ccccc1Cl,1,42,0.7,2.4,8,-0.5,0.9,13,5,0.3
CCOCC(=O)Nc1nc(C)cc(C)n1,0,-6,1,0.0,3,-0.5,0.9,-2,-7,0.1
CCn1cc(C(C)NC(=O)COc2ccc(Cl)cc2C)c(C)n1 (stereo unspecified),0,-2,0.8,2.8,-8,-0.2,0.8,-1,6,0.1
NC(=O)c1cc2ccccc2o/c1=N\NC(=O)c1ccncc1,0,6,1.1,2.5,0,-0.4,1,3,-19,-0.2
CCOc1cc(/C=N\NC(=O)C2C(=O)NCC2c2ccccc2)ccc1OC (stereo unspecified),-9,50,0.9,-0.5,1,-0.1,0.8,-1,-2,0.1
O=C(OCC(=O)N1CCCC1)c1ccc(OC(F)(F)F)cc1,-3,-10,0.9,-0.6,-7,-0.4,0.9,-2,1,-2.6
